M. tuberculosis: growth inhibition of non-replicating M. tuberculosis (AID 488890). Mycobacterium tuberculosis non-replicating, growth inhibition; higher % means a stronger effect. inhibition, % at 25 µM, or IC50 in µM where a hit was titrated. hit rate 0.39% among 320,000; in the data active means a potency from the dose series; inconclusive means inhibition mostly from about 82% at the one dose, without a potency; inactive means the rest, 99 in 100 with inhibition below about 76%;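 further: plate controls were DMSO cells for no effect and high antibiotic wells for full effect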
M. tuberculosis HTS: M. tuberculosis growth inhibition, HTS (AID 449762). M. tuberculosis H37Rv growth inhibition, 7H9 media; higher % means a stronger effect. inhibition, % at 25 µM, or IC50 in µM where a hit was titrated. hit rate 0.59% among 330,000; in the data active means a potency from the dose series; inconclusive means inhibition above about 70% without an active follow-up result;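 further: bacterial growth assessed after seven days of incubation; strong numbers were not always called active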
Salmonella PhoP GFP: Inhibition of PhoP regulon, Salmonella typhi GFP reporter cells, confirmation, 4 h (AID 1850); Salmonella Typhi PhoP-promoter GFP reporter, fluorescence, 4 h; higher % means a stronger effect; inhibition, % at 50 µM; hits with a dose series show IC50 in µM; hit rate 0.33% among 310,000; in the data active means a potency from the dose series; inconclusive means inhibition mostly from about 25% at the one dose, without a potency; inactive means the rest, 99 in 100 with inhibition below about 19%;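 further: 0% = induced wells with vehicle and 100% = uninduced wells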
inhibitors of VEEV: inhibitors of VEEV TC-83 cytopathic effect, confirmation, Vero cells (AID 588727). inhibition, % at 20 µM, or IC50 in µM where a hit was titrated. hit rate 0.13% among 350,000. Vero cells, VEEV TC-83 cytopathic effect inhibition; higher % means a stronger effect; in the data active means a potency from the dose series; inconclusive means inhibition mostly from about 14% at the one dose, without a potency; inactive means the rest, 99 in 100 with inhibition below about 12%; further: strong numbers were not always called active
influenza NS1A: H1N1 influenza NS1A inhibitors, functional cell based assay (AID 504329); NS1A functional cell-based assay, percent inhibition; higher % means a stronger effect; hit rate 0.3% among 340,000; inhibition, % at 12.5 µM; hits with a dose series show IC50 in µM; in the data active means a potency from the dose series; inconclusive means inhibition above about 27% without an active follow-up result; further: strong numbers were not always called active
inhibitors of VEEV 10K pilot screen: second read-out of inhibitors of VEEV, no call of its own (marks repeat the call); inhibition, %; measured here: 10K pilot screen inhibition
Active calls of the source: *; i = inactive; u = inconclusive; x = no result given.

SMILES | M. tuberculosis | M. tuberculosis HTS | Salmonella PhoP GFP | inhibitors of VEEV | influenza NS1A | others
CC1Cc2ccccc2N1C(=O)c1ccc2c(c1)nnn2C (stereo not given) | 1% | -10% | -6% | 0.3% | 5%
Cc1cc(F)ccc1NS(=O)(=O)c1c(C)nc2scc(C)n2c1=O | -4% | -6% | -7% | i | 1%
CC(=O)c1cccc(NC(=O)COC(=O)c2cccc(N3C(=O)c4ccccc4C3=O)c2)c1 | -2% | -5% | -11% | 0.9% | 9%
COC(=O)c1ccc(COC(=O)c2ccc(SC)cc2OC)cc1 | 69% | 45% | -11% | 4.9% | -16%
COc1cc(/C=C/C(=O)c2ccc(C)cc2)ccc1OCC#N | u | -5% | -1% | u | -4%
COc1ccc(NC(=S)N(CCc2ccc(OC)c(OC)c2)Cc2ccccn2)cc1 | 16% | -6% | 0% | 0.8% | -3%
Cc1cc(=O)oc2ccc(OCC(=O)N3CCc4ccccc43)cc12 | -5% | -8% | 11% | 0.1% | -2%
CCOc1ccc(NC(=S)Nc2cc(C)[nH]n2)cc1 | u | 12% | 23% | 0.5% | 8%
Cc1ccc(-c2nc(-c3cccnc3)no2)c(C)c1 | 16% | 10% | 2% | 2.8% | -5%
COc1ccc(C2CC(c3ccccc3)Nc3ncnn32)cc1 (stereo not given) | 9% | -10% | -1% | 0.1% | -2%
COc1ccc(NC(=O)N2CCN(c3ccc([N+](=O)[O-])cc3)CC2)cc1OC | 16% | 1% | 14% | 1.4% | 1%
Cc1cc(C)cc(OC(=O)CS(=O)c2ccc(C(F)(F)F)cc2[N+](=O)[O-])c1 (stereo not given) | u | u | -3% | i | 8%
Cc1ccc(-n2nc(-c3cccnc3)cc2C(=O)N2CCOCC2)c(C)c1 | 27% | 1% | 3% | 3.8% | 8%
CN(C)S(=O)(=O)c1ccc(NC(=O)N2CCN(c3cccc(C(F)(F)F)c3)CC2)cc1 | 32% | -6% | -8% | 3.4% | -2%
Cc1ccc(C)c(Cn2c(=O)n(CCC(=O)NCc3ccco3)c(=O)c3ccccc32)c1 | -18% | 4% | -3% | i | -2%
O=C(c1ccc(Cl)c(Cl)c1)N1CCOCC1 | -8% | 3% | 1% | 1.5% | -6%
NC(=O)c1ccc(NCCc2ccccc2)c([N+](=O)[O-])c1 | 25% | 6% | -8% | 0.6% | 2%
Cc1cc(C)c(C)c(S(=O)(=O)NCC(=O)Nc2ccccc2F)c1C | x | x | x | i | -1%
C/C(=N\NC1=N[C@H]2CS(=O)(=O)C[C@H]2S1)c1ccccc1 | 0% | -5% | -8% | 0.1% | x
O=C(NCCN1CCOCC1)c1ccc(CSc2nc3ccncc3n2Cc2ccc(F)cc2)cc1 | -5% | 4% | -3% | 0.8% | 5% | inhibitors of VEEV 10K pilot screen=0.3
FC(F)Oc1ccc(-c2c[n+]3c(n2-c2ccccc2)CCCCC3)cc1 | -2% | 8% | 14% | i | -16%
O=C(CN1C(=O)S/C(=C\c2ccc(O)c([N+](=O)[O-])c2)C1=O)Nc1ccc(N2CCOCC2)cc1 | 26% | 15% | 13% | 1.1% | -2%
CC(C)c1ccc(S(=O)(=O)N2CCN(C(C)C(=O)N3CCCC3)CC2)cc1 (stereo not given) | 8% | -9% | x | 0.6% | -2%
CCCCCOc1ccc(C(=O)N(Cc2ccco2)C2CCS(=O)(=O)C2)cc1 (stereo not given) | 11% | 7% | 2% | i | -101%
N=C1c2ccccc2CN1NC(=O)CC12CC3CC(CC(C3)C1)C2 | -3% | u | 4% | 1.6% | 23%
(further entries)
SMILES | M. tuberculosis | M. tuberculosis HTS | Salmonella PhoP GFP | inhibitors of VEEV | influenza NS1A | others
COc1ccc(CCn2c(C)c(C(C)=O)c3cc(OC(=O)c4ccco4)ccc32)cc1OC | 4% | 4% | 4% | 2.9% | 2%
COc1ccc(Cl)c(NC(=O)Cn2nnc(-c3ccccc3N)n2)c1 | 7% | 17% | -5% | 1.4% | -5%
CCN1CCN(C(=O)c2cn(CCOC)c(=O)c3c2c2ccccc2n3C)CC1 | -6% | -5% | -10% | 4.4% | -1%
CCN(CC)C(=O)C(C)OC(=O)COc1ccc(Cl)cc1Cl (stereo not given) | -4% | -4% | 6% | 1.0% | -4%
COc1cc(OC)c(NC(=O)c2ccco2)cc1Cl | 3% | -7% | -9% | 1.0% | 9%
O=C(CN1CC[n+]2c(-c3cccs3)csc21)c1ccc(Br)cc1 | -52% | -3% | -5% | 2.4% | -4%
COc1cccc(NC(=O)Cn2nnc(-c3ccccc3N)n2)c1 | 46% | -7% | -13% | 0.5% | -1%
CN1CCN(S(=O)(=O)c2ccc(NC(=O)C(C)(C)C)cc2)CC1 | -4% | -9% | 6% | 2.5% | 4%
O=C(Nc1ccc(NC(=O)C2CC2)cn1)c1ccccc1Cl | 2% | -2% | 0% | 8.7% | 2%
COc1cc([C@@H]2CC=C(C(=O)O)[C@H](c3ccc(F)cc3)N2S(=O)(=O)c2ccc(C)cc2)cc(OC)c1OC | 8% | 0% | -1% | 1.7% | 2%
CCN1CCN(C2=CC3=CC(=C(C#N)C#N)CCC3CC2)CC1 (stereo not given) | x | x | x | 4.6% | 0%
COc1ccc(-c2nnc(SCC(=O)Nc3cccc(Cl)c3)o2)cc1 | u | u | -8% | 2.4% | 4%
COc1ccc(CNC(=O)c2ccc(Br)cc2)cc1 | 72% | -8% | 1% | x | x
CCOc1ccccc1-n1c(SCC(=O)NC(C)CC)nnc1-c1ccoc1C (stereo not given) | -2% | -3% | 17% | 1.4% | 6%
COC(=O)[C@@]12CCCCN1[C@H](c1ccc(-c3ccc(OC)cc3)c(OC)c1)[C@@H]1C(=O)N(C)C(=O)[C@@H]12 | 31% | 7% | -5% | 3.8% | -1% | inhibitors of VEEV 10K pilot screen=3.9
CCCCN(C(=O)c1cnc(C)cn1)c1c(N)n(CCC)c(=O)[nH]c1=O | -5% | -14% | x | 0.8% | 3%
COC(=O)CCN(c1ccccc1)S(=O)(=O)c1cc(-c2cc(C)no2)ccc1C | 10% | 4% | 11% | 1.8% | 6%
Cc1ccc(N(CC(=O)NC2CCCC2)C(=O)c2nsc(Cl)c2Cl)cc1 | 5% | -6% | -9% | 1.5% | -9%
Cc1c(C=N)c(O)n(C)c(=O)c1C#N | -14% | -3% | -3% | 1.8% | -17%
O=C(Cn1cnc2ccccc21)N/N=C/c1cccs1 | -6% | -1% | -6% | 1.2% | -7%
CCn1cc(CN2CCCC(C(=O)Nc3cccc(-n4cccn4)c3)C2)c(C)n1 (stereo not given) | -8% | -8% | -5% | 1.3% | -3%
CCOC(=O)CNC(=O)Cn1cnc2c(nnn2-c2ccc(OC)cc2)c1=O | 0% | 1% | 3% | 0.8% | -20%
CC(=O)OCC1=C(C(=O)O)N2C(=O)[C@@H](NC(=O)CSc3ccncc3)[C@H]2SC1 | x | x | x | 1.5% | -2%
Cc1nc2nc(-c3ccccc3)nn2c(C)c1Cl | -7% | -7% | 7% | 1.0% | -8%
Cc1cc(S(=O)(=O)NCC(C)C)ccc1OCC(=O)N1CCOCC1 | 9% | 3% | 0% | 0.1% | -7%
Next section
SMILES | M. tuberculosis | M. tuberculosis HTS | Salmonella PhoP GFP | inhibitors of VEEV | influenza NS1A | others
CCOC(=O)C1=C(CN2CCN(CCC#N)CC2)NC(=O)NC1c1ccc2c(c1)OCO2 (stereo not given) | 9% | -4% | 3% | 2.0% | -4%
CCOC(=O)CSC1=Nc2ccccc2C2=NC(CC(=O)NCc3ccccc3)C(=O)N12 (stereo not given) | 14% | -3% | 0% | 1.5% | 4%
COCCNC(=O)[C@H](CSCc1ccccc1)N1Cc2ccccc2C1=O | -5% | 6% | 6% | i | -5%
O=C(NNC(=S)NC1CCCCC1)c1ccc2c(c1)OCO2 | -14% | -1% | -6% | i | 4%
O=C(COc1cccnc1[N+](=O)[O-])Nc1ncc(Cl)cc1Cl | -20% | 1% | x | 1.6% | 8%
COc1ccc(-c2nc(CS(=O)CC(=O)N3CCCC3)c(C)o2)cc1 (stereo not given) | 11% | -5% | 3% | 0.9% | 1%
O=C(NCc1ccccc1)c1ccc(OC2CSC2)cc1 | 8% | -1% | -14% | 1.7% | 0%
CCc1cc2c(=O)c(-c3ccc4c(c3)OCCO4)coc2cc1OC(=O)c1ccco1 | 28% | 6% | 5% | i | -4%
COc1cc(CN2CCNC(=O)C2CC(=O)NCCCC2CCCC2)cc(OC)c1 (stereo not given) | 15% | -4% | -10% | 0.8% | 7%
O=C(O)CCC(=O)Nc1ccc(OCC(=O)O)cc1 | 2% | -8% | 15% | 1.4% | -6%
CCCCSc1nnc([C@@H]2CCCN2C(=O)OC(C)(C)C)o1 | 8% | 0% | -4% | 1.3% | -3%
COc1ccc(CCN=C(N)NS(=O)(=O)c2ccc(C)cc2)cc1 | 23% | -4% | -9% | i | -9%
O=C(O)c1ccc(/C=C2\SC(=S)N(NC(=O)c3ccccc3)C2=O)cc1 | -5% | -6% | -2% | 0.1% | -8%
Cc1cc(C)n(CC(=O)n2c3ccccc3c3ccccc32)n1 | -6% | 4% | 0% | 0.6% | 1%
CCCCNC(=O)c1ccc(CS(=O)(=O)c2ccc(OC)cc2)o1 | 8% | -13% | -9% | i | -2%
COC(=O)c1cc(=O)n(C2CC2)c(=NC2CC2)s1 | 4% | -8% | -13% | i | 9%
Cc1ccc(N2CC(C(=O)OCc3nnc(-c4ccccc4)o3)CC2=O)cc1 (stereo not given) | 5% | 12% | 1% | 1.0% | -14%
CCOc1ccc(-c2nnc3sc(-c4ccccc4OC)nn23)cc1 | x | x | x | i | -4%
COc1ccc(NC(=O)Nc2ccc(OC)c(OC)c2)c([N+](=O)[O-])c1 | -7% | 13% | -2% | 1.1% | -1%
O=C1c2ccccc2NC2CCCCC12 (stereo not given) | 27% | -6% | 10% | 0.9% | 0%
CCOC(=O)c1c(C)[nH]c(C(=O)NCCc2ccc(OC)c(OC)c2)c1C | -1% | 3% | -5% | 0.8% | -7%
CN1CCCN(C(=O)c2cc(-c3ccc(Cl)c(Cl)c3Cl)nc3ccccc23)CC1 | 44% | 6% | -8% | 1.4% | 4%
O=C(c1cccs1)N1CCN(c2nc3ccccc3s2)CC1 | 6% | -5% | -16% | 0.7% | 5%
COC(=O)c1ccc(NC(=O)c2cc(Cl)ccc2OC)cc1 | 6% | 6% | 9% | 2.4% | 5%
COc1ccccc1OCCn1c(C(C)O)nc2ccccc21 (stereo not given) | 4% | -6% | -2% | 5.3% | -1%
Clc1ccc(CSc2nnc(-c3ccncc3)o2)cc1 | u | -2% | -1% | 0.7% | -2%
CC(C)(C)NC(=O)CC1C[C@H](C(=O)N2CCOCC2)[C@@]2(CCC3CCCC3)c3[nH]c4ccccc4c3CCN2C1=O (stereo not given in full) | 57% | 7% | x | i | -11%
O=C1/C(=C/c2cccnc2)SC(=S)N1CC1CCCO1 (stereo not given) | -11% | -3% | 13% | 1.4% | 0%
COC(=O)c1ccc(OC(=O)c2ccco2)cc1 | 35% | 11% | -7% | 5.4% | -7%
COc1ccc(OC)c(N(CC(=O)NC2CCCCCC2)S(=O)(=O)c2ccc(C)cc2)c1 | 15% | 5% | -2% | 2.2% | -20%

Gathered by group, the entries above with an aryl thioether with sulfur outside any ring
SMILES | M. tuberculosis | M. tuberculosis HTS | Salmonella PhoP GFP | inhibitors of VEEV | influenza NS1A | others
COC(=O)c1ccc(COC(=O)c2ccc(SC)cc2OC)cc1 | 69% | 45% | -11% | 4.9% | -16%
O=C(NCCN1CCOCC1)c1ccc(CSc2nc3ccncc3n2Cc2ccc(F)cc2)cc1 | -5% | 4% | -3% | 0.8% | 5% | inhibitors of VEEV 10K pilot screen=0.3
COc1ccc(-c2nnc(SCC(=O)Nc3cccc(Cl)c3)o2)cc1 | u | u | -8% | 2.4% | 4%
CCOc1ccccc1-n1c(SCC(=O)NC(C)CC)nnc1-c1ccoc1C (stereo not given) | -2% | -3% | 17% | 1.4% | 6%
CC(=O)OCC1=C(C(=O)O)N2C(=O)[C@@H](NC(=O)CSc3ccncc3)[C@H]2SC1 | x | x | x | 1.5% | -2%
CCCCSc1nnc([C@@H]2CCCN2C(=O)OC(C)(C)C)o1 | 8% | 0% | -4% | 1.3% | -3%
Clc1ccc(CSc2nnc(-c3ccncc3)o2)cc1 | u | -2% | -1% | 0.7% | -2%

Structures listed so far that have a CF3 group (two):
SMILES | M. tuberculosis | M. tuberculosis HTS | Salmonella PhoP GFP | inhibitors of VEEV | influenza NS1A | others
Cc1cc(C)cc(OC(=O)CS(=O)c2ccc(C(F)(F)F)cc2[N+](=O)[O-])c1 (stereo not given) | u | u | -3% | i | 8%
CN(C)S(=O)(=O)c1ccc(NC(=O)N2CCN(c3cccc(C(F)(F)F)c3)CC2)cc1 | 32% | -6% | -8% | 3.4% | -2%

Not a hit list; any-hit rate near 1.5%.
